High-throughput results: PubChem BioAssay, several laboratories
SUMO Mot1 rescue: SUMOylation pathway inhibition by Mot1-301 growth rescue. S. cerevisiae Mot1-301 growth rescue, ATP luminescence, 38.5C; percent above DMSO median, 100 means doubled. growth rescue, % at 18.8 µM. 320,000 tested, 1% active. AID 2716;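 active means every valid replicate shows activation above 250% relative to neutral control wells; inactive means the rest, any valid replicate at or below 250%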;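 further: OY570 slx delta 5 strain wells were the positive control but not used for scaling; some compounds called inactive have numbers as strong as hits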
OPRM1-OPRD1 inv: mu-delta opioid heterodimer inverse agonism. cell-based MOR-DOR heterodimer luminescence. AID 504357. 340,000 tested, 0.21% active. inhibition, % at 9.3 µM. P35372+P41143; in the data active means inhibition above about 22%, passing the limit was not always enough;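 further: 0% = cells with DMSO and 100% = wells without cells with DMSO; values of inactives mirror those of a sister screen read the other way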
HTR5A inv ctr: HTR5A inverse agonism, opioid heterodimer counter-screen; AID 504634; HTR5A cell line, luminescence; P47898; 340,000 tested, 0.083% active; inhibition, % at 9.3 µM; in the data active means inhibition mostly above about 23%, no sharp cut-off; inactive means mostly below about 18%;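 further: 0% = cells with DMSO and 100% = no-cell wells with DMSO; some compounds called inactive have numbers as strong as hits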
Target sequence (P47898 whole entry, looked up): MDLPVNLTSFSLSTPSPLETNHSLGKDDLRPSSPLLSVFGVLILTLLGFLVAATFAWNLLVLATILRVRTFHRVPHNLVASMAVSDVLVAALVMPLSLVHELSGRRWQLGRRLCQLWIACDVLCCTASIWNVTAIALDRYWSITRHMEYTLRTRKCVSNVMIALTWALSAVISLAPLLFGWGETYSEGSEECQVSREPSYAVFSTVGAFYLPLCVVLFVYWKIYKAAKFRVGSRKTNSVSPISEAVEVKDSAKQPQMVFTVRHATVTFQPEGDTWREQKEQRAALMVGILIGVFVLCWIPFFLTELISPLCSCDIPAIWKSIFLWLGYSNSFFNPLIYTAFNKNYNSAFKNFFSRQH
Tat transport: E. coli Tat transport inhibition. E. coli MC4100 TorA-mCherry Tat export, fluorescence. inhibition, % at 10 µM. 340,000 tested, 0.036% active. AID 488895;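 active means mean replicate inhibition at least 50% and at least half of replicates individually reaching 50%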;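 further: exported cargo escapes ClpAP degradation while cytoplasmic cargo is degraded and loses fluorescence; 0% = median of neutral control wells and 100% = median of NaSCN control wells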
AddAB inh: less growth of phage-infected E. coli with AddAB; E. coli expressing H. pylori AddAB, absorbance growth; inhibition, % at 11.9 µM; 330,000 tested, 0.29% active; in the data active means inhibition above about 12%;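 further: 0% = vehicle wells of infected cells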
phage Ecoli inh: E. coli growth loss with phage present | inhibition, % at 11.9 µM | growth absorbance | 360,000 tested, 0.26% active; in the data active means inhibition above about 11%
PKA-R1A act: activates the PKA-R1A holoenzyme complex; AID 504707; P00514+P68181; PKA-R1A dissociation, Cy5-IP20 fluorescence polarization; scaled: DMSO 0%, 113 µM cGMP 100%; 340,000 tested, 0.083% active; activation, % at 11.4 µM;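 active means percent activation above the mean of all tested compounds plus 3 SD, cut at about 19% in these data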;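 further: higher means more PKAc released from R1A so a rise in polarization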
MOR-DOR ag: OPRM1-OPRD1 heterodimerization agonism; P35372+P41143; cells, luminescence; activation, % at 9.3 µM; 340,000 tested, 0.3% active; AID 504326; in the data active means activation above about 18%;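 further: 0% = vehicle-treated cells and 100% = reference agonist; values of inactives mirror those of a sister screen read the other way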
PKA-R2B activ: activators of human PKA-R2B complex | PKA-R2B holoenzyme dissociation, Cy5-IP20 fluorescence polarization; R2B truncated from residue 108, S112A mutant; 0% DMSO only, 100% 113 µM cGMP | activation, % at 11.4 µM | 340,000 tested, 0.079% active | AID 504700;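 active means activation above a cutoff set at the mean over all compounds plus 3 SD, cut at about 18% in these data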;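 further: higher means more holoenzyme dissociation and a rise in polarization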
Target sequence (P31323 whole entry, looked up, other chains not shown, the tested form may be a part): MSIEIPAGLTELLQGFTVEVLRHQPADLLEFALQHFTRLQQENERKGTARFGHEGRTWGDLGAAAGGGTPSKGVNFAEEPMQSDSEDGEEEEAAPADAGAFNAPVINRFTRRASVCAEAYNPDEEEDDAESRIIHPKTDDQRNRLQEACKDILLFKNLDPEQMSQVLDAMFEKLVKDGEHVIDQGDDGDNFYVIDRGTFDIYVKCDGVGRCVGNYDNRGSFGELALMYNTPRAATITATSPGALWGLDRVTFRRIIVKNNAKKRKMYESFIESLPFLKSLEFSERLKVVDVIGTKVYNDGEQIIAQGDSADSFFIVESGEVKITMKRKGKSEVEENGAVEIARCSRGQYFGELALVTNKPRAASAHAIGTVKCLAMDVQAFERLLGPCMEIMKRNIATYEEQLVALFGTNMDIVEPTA
PfHsp90 yeast 2: growth inhibition of yeast expressing Plasmodium Hsp90. inhibition, % at 9.4 µM. S. cerevisiae expressing PfHsp90, BacTiter-Glo ATP, 48 h; yeast lacking PDR1 and PDR3 efflux regulators. 310,000 tested, 0.32% active;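 active means every replicate shows inhibition above about 80%, whatever the replicate mean, limit read from the data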;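 further: 0% = DMSO neutral controls and 100% = 20 µM radicicol positive controls; yeast relying on Plasmodium falciparum Hsp90 in place of its own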
E coli growth: reduces bacterial viability in AddAB counter-screen | inhibition, % at 11.9 µM | 330,000 tested, 0.27% active | E. coli V3065 growth, OD600 absorbance, 18 h;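 active means inhibition above the campaign's mean inhibition across all tested compounds plus 3 SD, cut at about 9.9% in these data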;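 further: uninfected addAB+ strain grown without phage in ampicillin broth; 0% = DMSO wells and 100% = ciprofloxacin 0.95 µg/ml wells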
* hit, by the source's call; / = not tested or not shown.

SMILES	SUMO Mot1 rescue	OPRM1-OPRD1 inv	HTR5A inv ctr	Tat transport	AddAB inh	phage Ecoli inh	PKA-R1A act	MOR-DOR ag	PKA-R2B activ	PfHsp90 yeast 2	E coli growth
CN(C)/C=C1\N=C(c2ccc(Cl)cc2Cl)OC1=O	-1	-18	-17	0	0.8	-0.6	7	3.3	5	-6	-3.3
O=C(CCC(=O)OCC(=O)c1ccc(Br)cc1)Nc1ccc(Br)c2cccnc12	-12	14	6	-8	5.0	3.8	3	-2.5	-3	9	4.2
COC(=O)C1=C(N)Oc2cc(C)n(Cc3ccco3)c(=O)c2C1c1cccc(Cl)c1 (stereo not given)	46	13	3	1	5.3	2.6	-7	-2.1	-8	24	0.5
O=C1CC(NS(=O)(=O)c2cccnc2)CN1c1ccc(F)cc1 (stereo not given)	-5	-3	5	15	4.1	0.9	1	0.4	-6	/	2.1
CC(C)C[C@H](NC(=O)Nc1ccc(S(N)(=O)=O)cc1)C(=O)O	-1	4	7	9	0.4	-1.4	-8	-0.7	-1	-10	-2.1
COc1ccc(S(=O)(=O)N2CCCC(C(=O)NCC3CCCO3)C2)cc1C (stereo not given)	39	8	-10	-1	-1.3	2.8	-8	-1.1	9	-36	-0.9
COc1cc(NC(=O)c2ccc(Cl)cc2)c(Cl)cc1NC(=O)c1cccnc1	-5	12	-20	3	-1.3	2.8	-9	-2.3	1	1	1.2
CC(C)N(Cc1nc(-c2ccc(Cl)cc2)no1)C(=O)CCCN1C(=O)c2ccccc2C1=O	/	4	7	-6	/	1.3	0	-0.7	-5	15	/
Cc1ccc(CNC(=O)CCCn2c(=O)c3ccccc3n(CC(=O)NC3CCCC3)c2=O)cc1	-16	6	10	-10	3.8	3.6	-4	-1.4	-2	-36	-2.2
CSc1cccc(N2CC(C(=O)N(CC(C)C)c3c(N)n(Cc4ccccc4)c(=O)[nH]c3=O)CC2=O)c1 (stereo not given)	-12	12	18	-7	1.7	2.9	-5	-2.4	-8	-54	-2.9
O=C(COc1ccccc1Cl)NCCCNC(=O)c1ccco1	147	-7	-10	5	5.6	-1.1	1	0.8	6	3	2.1
CCOC(=O)CC(=O)CSc1nc2c(C)c(C)ccc2cc1C	-3	-18	-10	4	1.1	2.6	2	3.1	-9	/	-2.7
Cc1csc2c(SCC(=O)NNC(=O)C(Cl)Cl)ncnc12	6	/	/	-13	0.9	2.8	/	/	/	-17	0.7
CNC(=O)c1ccccc1Sc1cccc2cccc(C(=O)O)c12	-6	2	21	-3	-1.9	1.2	9	-0.4	10	-21	0.4
COc1ccccc1N=C1SC(C(=O)Nc2cccc(Cl)c2Cl)C(N)=C1C(N)=O (stereo not given)	-16	-10	-7	1	4.8	-2.2	3	1.8	6	-45	0.8
CC(C)NS(=O)(=O)c1ccc(CCC(=O)NCc2ccco2)cc1	-5	4	5	-15	0.6	2.3	2	-0.7	0	-42	0.4
COc1ccc(C=CC(C)=NNC(=O)c2ccncc2)cc1	/	1	9	-2	/	-1.6	-8	-0.2	-1	-3	/
Cc1nn(-c2ccccc2)c(C)c1C(=O)OCC(=O)Nc1ccccc1	0	4	-11	0	2.4	4.0	-3	-1.1	-2	-11	1.1
COc1ccc(OC)c(C(C)NC(=O)c2ccco2)c1 (stereo not given)	1	-18	-3	-14	1.1	-0.2	-9	2.8	8	2	-2.0
Cc1cc(NC(=O)C2CC(=O)N(c3ccccc3)C2)no1 (stereo not given)	-10	-1	-1	-2	0.9	4.5	-3	0.1	7	-17	-1.0
O=C(Nc1ccccc1SCC1CSc2nc3ccccc3c(=O)n21)c1ccccc1 (stereo not given)	9	15	-21	-9	3.3	2.5	8	-3.0	5	-3	0.9
COCCN(C(=O)COC(=O)c1ccc(Cl)s1)c1c(N)n(Cc2ccccc2)c(=O)[nH]c1=O	3	14	12	-1	-0.7	0.5	-4	-2.6	-10	11	-0.4
NC(=S)N/N=C/c1ccccc1OC(=O)/C=C/c1ccccc1	-14	2	-5	-3	1.0	-0.3	-1	-0.4	-3	-14	-0.2
Cn1c(=O)c2cc(S(=O)(=O)NCCC(=O)NCCc3ccc(Cl)cc3)ccc2n(C)c1=O	-19	3	-1	-4	0.8	2.4	-8	-0.6	-2	31	-1.6
COCCN(C(=O)c1ccccc1OC1CCN(S(C)(=O)=O)CC1)C(C)C	-4	11	4	3	-0.7	0.4	-13	-2.1	7	25	1.2
COc1cccc(-c2cc(C(=O)NCc3ccco3)c3ccccc3n2)c1	-8	2	-5	-9	0.6	0.7	-2	-0.4	0	-32	-1.5
Cc1nnc(SC(C)C(=O)NC2CCCCC2C)s1 (stereo not given)	13	8	7	10	2.1	1.3	1	-1.2	-10	-22	1.6
Cc1cccn2c(=O)c(C(=O)NC3CCCCC3)c(O)nc12	58	-4	-3	-11	4.1	4.4	3	0.7	-6	-10	-0.9
COc1ccc(CCn2c(NCCCN3CCOCC3)nc3c2c(=O)[nH]c(=O)n3C)cc1	-21	17	19	-7	2.0	2.7	0	-3.3	-18	-7	-0.6
CCNC(=O)/C(C#N)=C/c1c(N2CCN(c3cccc(Cl)c3)CC2)nc2c(C)cccn2c1=O	-2	9	-1	8	/	0.6	-10	-1.9	-6	-21	/
O=c1[nH]c2ccc(Cl)cc2c(-c2ccccc2)c1SC(=S)N1CCOCC1	/	-3	6	0	-3.0	2.3	-9	0.6	1	-15	-2.9
CC1CC(O)(Cc2ccccc2)C(C)CN1C (stereo not given)	/	8	19	-2	1.1	1.2	-13	-1.4	-4	21	2.3
Cc1cc(N2C(=O)c3ccc(C(=O)Nc4ccc(CC(=O)O)cc4)cc3C2=O)no1	-5	11	-1	-1	4.2	-0.5	9	-2.1	4	-13	3.5
CCNC(=S)N/N=C/c1ccc(OCCOc2ccccc2C)cc1	-11	-89	-20	-5	0.3	-1.4	2	16	0	4	-0.2
COC(=O)[C@@H](NC(=O)NCc1ccccc1Cl)C(C)C	/	18	-11	-8	1.4	1.3	-5	-3.4	-3	-4	0.1
COc1nc(-c2ccccc2)ccc1-c1noc(-c2cccs2)n1	14	18	-23	-6	2.9	3.1	-10	-3.4	-4	-6	-0.9
C[C@@H](NC(=O)c1nc[nH]c1C(=O)N1CCN(C(=O)OC(C)(C)C)CC1)c1ccccc1	-22	2	-9	-2	1.1	-0.2	3	-0.3	6	/	0.5
O=C(O)C1=CC[C@@H](c2ccc(Cl)cc2)N(S(=O)(=O)c2ccc(Cl)cc2)[C@H]1c1cccc(Cl)c1	28	-4	4	-9	1.1	1.1	-5	0.8	7	-7	0.2
Cc1cc(C)c2nc(N3CCC(C(=O)NCCN4CCOCC4)CC3)sc2c1	4	-2	0	19	3.0	2.4	-8	0.4	-3	19	-0.6
O=C(COC(=O)c1cnc(Cl)c(Cl)c1)NCc1ccc2c(c1)OCO2	66	3	1	-3	1.0	3.9	6	-0.5	-5	-26	-1.8
O=C(COc1ccc2ccc(=O)oc2c1)Nc1cccc(S(=O)(=O)N2CCCCC2)c1	23	1	3	-8	1.4	0.3	9	-0.2	8	/	-0.8
COc1ccc(C)cc1S(=O)(=O)N1CCN(Cc2ccccc2)CC1	3	5	6	-2	1.0	2.6	-4	-1.0	-2	20	-2.1
Cc1cc(C(=O)Nc2cccc3ccccc23)n(-c2ccccc2)n1	12	2	-14	-5	4.7	1.0	5	-0.3	-2	-1	0.4
O=C(O)CN=C(NS(=O)(=O)c1ccccc1)c1ccccc1	-13	0	-14	-6	0.3	4.2	2	0.0	-7	-4	4.0
Cc1cc(=O)oc2cc(NC(=O)C(C)Oc3cccc(Cl)c3)ccc12 (stereo not given)	/	-28	-15	6	0.6	3.1	-2	5.4	-15	/	1.5
Cc1cnc(C(=O)OCC(=O)NCc2ccc3c(c2)OCO3)cn1	-13	6	3	1	3.6	4.9	-2	-1.1	4	22	2.0
CCOC(=O)C1CCN(CC(=O)N2C(C)CCCC2C)CC1 (stereo not given)	19	9	13	1	0.7	3.8	-3	-1.6	10	/	-3.2
CCOc1ncccc1C(=O)N1CCN(c2cccc(C)c2C)CC1	/	-5	7	4	/	3.8	1	0.8	-1	9	/
COc1cc(C(=O)N2CCN(CCCc3ccccc3)CC2)cc(OC)c1OC	-19	12	-7	-6	-2.1	1.9	8	-2.4	-2	-30	-0.9
O=C(C1=C[C@@H](c2coc3ccccc3c2=O)C[C@@H](OCCCCO)O1)N1CCN(Cc2ccc3c(c2)OCO3)CC1	12	16	2	-17	2.9	2.1	6	-2.8	-7	2	1.8
CC1=NN(C(=O)c2ccccc2F)C(O)(c2ccc(Cl)cc2)C1 (stereo not given)	14	6	8	-8	0.4	2.8	1	-1.4	-2	1	-2.6
CCCCC(=O)NC(Nc1cc(C)ccn1)(C(=O)OCC)C(F)(F)F (stereo not given)	4	11	14	1	-1.4	3.8	-11	-1.9	5	-7	-1.8
Cc1ccc(NC(=O)CSc2nccn2Cc2ccco2)c(C)c1	-13	15	10	-10	2.7	0.2	3	-4.6	0	-6	1.7
O=C(CSc1nnc(-c2cccnc2)n1C1CCCCC1)NC1CCCCC1	3	-1	0	-7	1.4	2.7	-10	0.2	-4	8	-0.7
COC(=O)C1CCN(S(=O)(=O)c2cn(C)c(=O)n(C)c2=O)CC1	-3	5	-19	0	-2.7	2.7	-9	-0.9	-5	11	-4.6
O=C(NCC1CCCO1)C1CCN(C(=O)c2ccc(Br)cc2)CC1 (stereo not given)	11	16	0	-5	0.5	2.3	-6	-2.6	-13	16	-0.4
CCc1ccc(NC(=O)C2CCCN(S(=O)(=O)c3ccc4c(c3)CCCN4C(C)=O)C2)cc1 (stereo not given)	-5	8	5	6	2.9	0.6	-4	-1.5	-12	6	2.1
CCOc1ccc(N2C(=O)S/C(=C\c3ccc(O)c(OCC)c3)C2=O)cc1	-6	13	7	0	-2.5	1.4	-8	-2.5	-5	-11	-0.7
CC(C)=CCc1c2c(c3occ(-c4ccc(O)c(O)c4)c(=O)c3c1O)C=CC(C)(C)O2	/	-52	-4	3	/	0.1	-6	10	-12	102*	/
COCCCNC(=O)COc1ccc(S(=O)(=O)Nc2ccccc2)cc1	-11	-2	4	-1	0.8	2.1	7	0.5	-6	12	-1.6
COc1cccc(C(=O)Nc2ccc(NC(=O)c3ccco3)c(Cl)c2)c1	104	13	0	-1	4.6	4.9	-11	-2.5	-1	-1	0.0
COC(=O)c1cc(NC(=O)c2ccc(OC)cc2)c(=O)oc1C	-10	8	1	2	0.1	2.9	4	-1.6	0	-12	0.7

Single records, from the list above.
`Cc1ccc(NC(=O)CSc2nccn2Cc2ccco2)c(C)c1` in the list: SUMO Mot1 rescue = -13; OPRM1-OPRD1 inv = 15; HTR5A inv ctr = 10; Tat transport = -10; AddAB inh = 2.7; phage Ecoli inh = 0.2; PKA-R1A act = 3; MOR-DOR ag = -4.6; PKA-R2B activ = 0; PfHsp90 yeast 2 = -6; E coli growth = 1.7
`Cc1cnc(C(=O)OCC(=O)NCc2ccc3c(c2)OCO3)cn1` in the list: SUMO Mot1 rescue = -13; OPRM1-OPRD1 inv = 6; HTR5A inv ctr = 3; Tat transport = 1; AddAB inh = 3.6; phage Ecoli inh = 4.9; PKA-R1A act = -2; MOR-DOR ag = -1.1; PKA-R2B activ = 4; PfHsp90 yeast 2 = 22; E coli growth = 2.0
